# Compound activity deposited in PubChem BioAssay by several laboratories.
# TDP2 absorb: blocks human TDP2 phosphodiesterase activity | recombinant TDP2, T5PNP hydrolysis, p-nitrophenol absorbance 415 nm | inhibition, % at 12.8 µM | hit rate 0.34% among 370,000;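 active = inhibition above the mean of all tested compounds plus 3 SD, set per campaign, cut at about 25% in these data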;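 also: 0% = DMSO with enzyme and 100% = buffer with substrate but no TDP2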
#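 Material: recombinant human TDP2; quantity: TDP2 enzyme at 120 nM final; medium: Tris-HCl pH 7.5 with MgCl2; compound: single concentration, 12.8 µM nominal, with 1% DMSO; incubation: 2 h enzyme incubation at 37 °C; signal: epi absorbance; measure: percent inhibition; benchmarks: high control without enzyme, low control DMSO plus TDP2; repeats: singlicate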
# NPR2 activator: GC-B (human) receptor activation; hit rate 0.11% among 370,000; activation, % at 10 µM; HEK293-GC-B cells, CNP EC30, cGMP TR-FRET; 0% at EC30 CNP, 100% saturating CNP;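 active = activation at 10 µM reaching about 35% in either raw or pattern-adjusted values, limit read from the data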
# Target sequence (P20594 whole entry, looked up): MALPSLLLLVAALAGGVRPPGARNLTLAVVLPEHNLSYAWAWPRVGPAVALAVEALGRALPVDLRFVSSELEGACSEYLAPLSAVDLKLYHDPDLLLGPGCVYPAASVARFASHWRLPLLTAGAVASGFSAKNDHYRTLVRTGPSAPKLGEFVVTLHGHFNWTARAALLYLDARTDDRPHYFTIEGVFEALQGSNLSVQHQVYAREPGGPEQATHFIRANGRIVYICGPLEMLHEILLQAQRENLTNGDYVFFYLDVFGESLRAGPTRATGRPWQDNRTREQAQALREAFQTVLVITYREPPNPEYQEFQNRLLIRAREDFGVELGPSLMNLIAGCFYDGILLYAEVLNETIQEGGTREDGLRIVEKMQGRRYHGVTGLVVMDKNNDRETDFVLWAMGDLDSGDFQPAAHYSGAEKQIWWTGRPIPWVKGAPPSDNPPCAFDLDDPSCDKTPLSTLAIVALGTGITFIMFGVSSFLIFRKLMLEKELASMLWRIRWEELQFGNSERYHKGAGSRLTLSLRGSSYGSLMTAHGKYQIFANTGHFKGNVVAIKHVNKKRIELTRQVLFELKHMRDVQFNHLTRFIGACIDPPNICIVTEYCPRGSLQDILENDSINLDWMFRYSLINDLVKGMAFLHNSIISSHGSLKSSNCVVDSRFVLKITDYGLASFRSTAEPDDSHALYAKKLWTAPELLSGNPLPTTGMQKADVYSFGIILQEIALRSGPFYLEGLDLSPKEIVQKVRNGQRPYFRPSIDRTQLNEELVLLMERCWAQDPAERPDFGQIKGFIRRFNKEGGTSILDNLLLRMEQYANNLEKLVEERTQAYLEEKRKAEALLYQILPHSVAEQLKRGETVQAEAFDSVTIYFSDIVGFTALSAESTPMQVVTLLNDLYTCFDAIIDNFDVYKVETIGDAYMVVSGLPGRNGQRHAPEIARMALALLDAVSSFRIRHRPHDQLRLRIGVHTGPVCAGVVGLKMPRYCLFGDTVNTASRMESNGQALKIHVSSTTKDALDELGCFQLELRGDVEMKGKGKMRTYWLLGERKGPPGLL
# LEDGF integ inh: blocks HIV-1 LEDGF/p75-dependent DNA integration; AID 743269; TR-FRET IN-LEDGF/p75 DNA integration, Eu/Cy5; hit rate 0.64% among 370,000; inhibition, % at 3.7 µM;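 active = inhibition above the screen-wide mean plus 3 SD, cut at about 13% in these data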;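 also: signal is the Cy5 over europium emission ratio at 671 and 618 nm; 0% = plate median of compound wells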
# HTRA1 inh: blocks human HTRA1 serine peptidase. recombinant HTRA1, FP-rhodamine activity-based probe, fluorescence polarization. inhibition, % at 5.96 µM. hit rate 0.5% among 340,000. AID 504803; in the data active = inhibition above about 36%;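 also: 0% = enzyme with DMSO and 100% = wells lacking enzyme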
# SIAE inh: inhibitors of human sialic acid acetylesterase SIAE; hit rate 0.69% among 370,000; inhibition, % at 9.66 µM; Q9HAT2; SIAE FP-Rh probe binding, fluorescence polarization;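 active = inhibition above a cutoff: mean of compounds within the control limits plus 3 SD of those, cut at about 17% in these data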;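 also: 0% = plate median of compound wells and 100% = probe without SIAE protein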
# rCAG RNA binder: r(CAG) repeat RNA binding | TO-PRO-1 dye displacement fluorescence | inhibition, % at 3 µM | hit rate 1.3% among 370,000;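 active = inhibition above the plate cutoff, the mean of all test compounds on that plate plus 3 SD, cut at about 35% in these data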;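 also: 0% = DMSO alone and 100% = 100 µM mitoxantrone as full dye displacement; higher means more dye released from RNA so lower well fluorescence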
# ABHD4 inh: inhibitors of mouse ABHD4 | purified mABHD4, FP-Rh probe fluorescence polarization | inhibition, % at 8.92 µM | hit rate 0.54% among 370,000;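 active = inhibition exceeding the mean over every tested compound plus 3 SD, cut at about 30% in these data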;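 also: 0% = plate median of compound wells and 100% = S159A mutant with DMSO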
#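 Assay system: Wild-type mouse ABHD4 protein | Medium: HEPES pH 7.0 buffer, 150 mM NaCl, 0.01% Pluronic F-127 | Incubation: Enzyme–compound pre-incubation 45 min, then probe 60 min, both 25 °C | Technique: Fluorescence polarization with parallel and perpendicular emission, 525/598 nm | Evaluation: % inhibition of FP-Rh probe binding versus controls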
# PRMT1 inh: PRMT1 (human) inhibition, primary screen; inhibition, % at 2.79 µM; recombinant PRMT1, activity-based probe fluorescence polarization; Q99873; hit rate 1.3% among 370,000;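 active = inhibition above about 21% made by adding two undisclosed values, limit read from the data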
# MBD2 inh: inhibitors of human MBD2 binding to methylated oligonucleotide; TR-FRET; hit rate 0.31% among 370,000; inhibition, % at 4.4 µM; Q9UBB5; in the data active = inhibition above about 13%
# TCR CD3 inh: blocks the human TCR-CD3 interaction | TAMRA-labeled TCR probe fluorescence, biochemical | inhibition, % at 9.4 µM | hit rate 0.37% among 360,000; in the data active = inhibition above about 19%;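 also: recombinant mutant TCR 2C K166C tagged with TAMRA read by polarization; 0% = receptor in buffer alone and 100% = receptor with positive control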
# * = called active by the depositor; . = no result given. This is a subset; the hit share may differ from the screen's.
SMILES,TDP2 absorb,NPR2 activator,LEDGF integ inh,HTRA1 inh,SIAE inh,rCAG RNA binder,ABHD4 inh,PRMT1 inh,MBD2 inh,TCR CD3 inh
COC(=O)CC1C(=O)NC2CCCCC2N1C(=O)c1ccccc1 (stereo unspecified),4,1,1,6,3,-4,6,3,3,-2
Cc1cccc(NC(=O)Nc2c(C)n(C)n(-c3ccccc3)c2=O)c1,0,4,7,7,3,-2,-8,-1,1,4
O=C(Cc1ccccc1)Nc1ccc(C(=O)NCc2ccccc2)cc1,7,5,-1,0,-5,-5,-6,0,1,-2
CC(=O)C1=C(O)C(=O)N(c2ccc(Br)cc2)C1c1ccc([N+](=O)[O-])cc1 (stereo unspecified),17,0,0,-8,8,22,-5,-1,0,0
C=CCN(C(=O)CCc1ccccc1OC)c1nc(-c2ccc(S(C)(=O)=O)cc2)cs1,8,0,0,-35,-5,12,-21,6,2,-2
CN(Cc1ccc(F)cc1)C(=O)c1cc(COc2ccc(-n3cncn3)cc2)on1,-8,-3,2,-7,-9,-7,-6,-7,-6,2
CCCOc1ccc(N2C(=O)CC(N3CCOCC3)C2=O)cc1 (stereo unspecified),1,1,1,0,3,-2,-5,8,1,-2
Cc1nc(C(F)(F)F)ccc1C(=O)N1CCC(C)(C(=O)NS(=O)(=O)C2CC2)C1 (stereo unspecified),7,0,2,.,-2,1,-16,-4,-4,1
CCCCn1c(C)nc2cc(S(=O)(=O)N3CCOCC3)ccc21,-6,6,-5,-3,-1,1,-9,2,5,6
Cc1ccc(/C=N/NC(=O)C(C)Oc2cccc3ccccc23)o1 (stereo unspecified),10,0,3,-34,0,7,-2,0,-4,3
O=c1n(-c2ccccc2)c(=O)n2n1CCC2,-10,8,-1,-3,-2,4,2,-2,3,-1
Cn1c(C2=C(O)CN(Cc3ccccc3)C2=N)nc2ccccc21,-2,-6,4,4,3,-3,1,-4,5,4
CN(C)C(=O)CCc1ccc2c3c([nH]c2c1)[C@]1(C)[C@@H](C(=O)N2CCCCC2)C[C@H](CC(=O)NCCN2CCOCC2)C(=O)N1CC3,0,0,3,3,-6,0,0,-3,0,-5
COc1cccc(NC(=S)Nc2ccc(Br)cc2Cl)c1,5,3,2,-1,-2,2,-21,6,7,-3
Cc1ccc(NC(=O)Nc2nnc(-c3ccccc3)o2)cc1,7,4,-1,2,2,0,1,1,-1,-1
O=C(C1CCN(S(=O)(=O)c2cc(Cl)ccc2Cl)CC1)N1CCCC1,1,1,-1,-3,-2,-2,-3,0,-4,0
O=S(=O)(c1cccc(NC(=S)NCc2ccco2)c1)N1CCOCC1,-12,6,6,-5,-7,7,-11,-2,2,-1
CCOc1ccc(NC(=O)CN2CCN(CC(=O)c3ccc(OCC)cc3)CC2)cc1,-10,3,4,2,3,3,-2,-2,-7,4
Fc1cccc(NC(=S)N2CCc3ccccc32)c1,6,1,-3,-4,3,-5,7,2,6,8
O=C(Cn1[nH]c(=O)c2ccccc2c1=O)Nc1ccc(-c2nnc3n2CCCCC3)cc1,-6,1,2,2,-4,-4,7,0,4,-3
Cc1c(C)c2c(OCC(=O)NCC(O)c3ccccc3)cc3c(c2oc1=O)CCC(C)(C)O3 (stereo unspecified),2,-4,6,-2,-3,-1,-4,-2,1,3
O=C(Nc1ccc(F)c(Cl)c1)C1Cc2c(-c3cccc(F)c3)ccnc2O1 (stereo unspecified),-7,-1,-3,.,-14,2,-21,3,5,-4
COC(=O)c1c(NC(=O)CCc2ccc(C)o2)sc(C)c1C,8,-6,7,-17,-1,4,1,5,-4,-4
COc1ccc(NC(=O)c2ccccc2NC(=O)c2cccs2)cc1,9,2,-1,-16,-1,7,-1,-3,-4,1
O=C(c1cccc(F)c1)N1CCCC(C(=O)N2CCN(c3ccccc3)CC2)C1 (stereo unspecified),4,-1,-3,-2,-1,-9,5,3,4,3
Cc1ccc(C)c(CN2CCC(CNC(=O)Nc3ccc(Br)cc3F)CC2)c1,-11,-8,1,-7,-3,-10,8,-2,-3,-4
CCCn1c(CCNc2nc(-c3ccc(Cl)c([N+](=O)[O-])c3)cs2)nc2cc(Cl)c(Cl)cc21,9,-4,2,-14,5,12,1,0,-1,11
O=C(/C=C/c1ccc(Cl)cc1Cl)c1cccnc1,6,-12,1,-32,2,2,-9,7,0,3
O=S(=O)(Nc1ccc(NS(=O)(=O)c2ccccc2)c2ccccc12)c1ccccc1,-9,-1,0,-16,-10,12,-16,-4,1,-1
Oc1ccc(C=Nc2cccc3ccccc23)c(O)c1,16,-7,12,19,3,16,30*,11,-7,2

# Part of the list above, as tab-separated lines:
mol	TDP2 absorb	NPR2 activator	LEDGF integ inh	HTRA1 inh	SIAE inh	rCAG RNA binder	ABHD4 inh	PRMT1 inh	MBD2 inh	TCR CD3 inh
COc1ccc(NC(=O)c2ccccc2NC(=O)c2cccs2)cc1	9	2	-1	-16	-1	7	-1	-3	-4	1
Oc1ccc(C=Nc2cccc3ccccc23)c(O)c1	16	-7	12	19	3	16	30*	11	-7	2

# Records listed so far shown as hits in ABHD4 inh:
SMILES	TDP2 absorb	NPR2 activator	LEDGF integ inh	HTRA1 inh	SIAE inh	ABHD4 inh	PRMT1 inh	MBD2 inh	TCR CD3 inh
Oc1ccc(C=Nc2cccc3ccccc23)c(O)c1	16	-7	12	19	3	30*	11	-7	2

# (continued)
SMILES,TDP2 absorb,NPR2 activator,LEDGF integ inh,HTRA1 inh,SIAE inh,rCAG RNA binder,ABHD4 inh,PRMT1 inh,MBD2 inh,TCR CD3 inh
CC1CN(c2ccc(Oc3ccccc3)cc2)c2nc3c(c(=O)n(CC(N)=O)c(=O)n3C)n2C1 (stereo unspecified),9,-3,1,11,4,3,4,7,8,-2
CCCOc1ccc(F)cc1-c1cc(C(=O)NCc2cccs2)[nH]n1,-4,7,3,.,-17,1,-13,2,-3,14
Cc1ccccc1NC(=O)C(=O)NCC1CCCN1S(=O)(=O)c1cccs1 (stereo unspecified),8,8,-2,1,8,0,8,5,5,-10
Cc1ccc2c(c1)cc(CN(Cc1ccc3c(c1)OCO3)S(=O)(=O)c1ccccc1)c1nnnn12,-7,-3,0,4,-3,4,-4,-4,-1,6
COc1cccc(NC(=O)CCS(=O)(=O)c2ccc(Br)cc2)c1,-8,-4,0,-2,2,4,-8,9,1,-5
CC(C)(CO)NC(=O)C12CC3CC(CC(Br)(C3)C1)C2,-7,5,-1,-6,-8,-4,4,3,4,1
COc1ccc(C(N)c2csc(Nc3ccc(C(=O)NCCCO)cn3)n2)cc1 (stereo unspecified),-10,7,-3,.,-9,9,9,4,-1,-8
CCOC(=O)C1(CC2CCCCO2)CCN(S(=O)(=O)c2cccc(F)c2)CC1 (stereo unspecified),-7,6,4,-7,-5,-10,2,-5,5,-2
Cn1c(=O)c(C(=O)CN2CCN(S(=O)(=O)c3ccccc3)CC2)c(N)n(Cc2ccccc2)c1=O,12,2,2,-4,1,4,-3,-2,-5,5
CCOC(=O)N1CCN(CC(O)COCCC23CC4CC(CC(C4)C2)C3)CC1 (stereo unspecified),-3,2,-3,-1,3,-14,7,0,4,-4
COc1ccc(S(=O)(=O)N2CCc3ccccc32)cc1C(=O)Nc1cccnc1,6,-1,-2,-6,-3,2,-2,-1,-1,0
CCOC(=O)Cc1csc(/N=C/c2c(O)n(-c3ccccc3C(F)(F)F)c(=O)c3ccccc23)n1,2,8,-2,-6,1,5,3,3,-1,11
CC(C)c1cccc(C(C)C)c1NC(=O)Cn1c(=O)cnc2ccccc21,-3,4,-2,1,-2,-3,3,1,-1,4
CC(C)C[C@@H](N)c1nnc(SCC(=O)c2ccc(Cl)cc2)o1,5,-13,0,4,2,-5,7,3,2,2
Cc1cc(C(=O)COc2ccc3ccc(=O)oc3c2)c(C)n1Cc1cccs1,-3,2,1,-6,0,3,-3,4,11,4
CCN(CC)C(=O)Oc1ccc2c(=O)c(-c3ccc(OC)cc3)c(C)oc2c1,-11,-10,-5,-10,-3,-5,2,0,2,1
N#CCC[C@H]1CC[C@]2(CCCN(Cc3ccc(Cl)cc3)C2)O1,12,5,0,.,1,2,0,2,5,.
CC1CCN(c2nnc(-c3ccccc3)c3ccccc23)CC1,1,-3,0,-11,5,-9,-3,-1,-3,1
COc1ccc(NC2CCCN(C(=O)CCN3CCOCC3)C2)cc1 (stereo unspecified),-8,-4,1,0,9,-2,3,-3,2,1
COc1ccc(OC)c(NC(=O)C2(C)CCN2CCc2ccccc2)c1 (stereo unspecified),6,-4,-5,.,10,0,6,0,1,-2
Cc1cccc(NS(=O)(=O)c2ccc(C)c(C(=O)NC3CCN(Cc4ccccc4)CC3)c2)c1,-7,1,0,-9,0,4,2,1,0,-10
CCOc1ccc(CCNc2cc(C)nc3ncnn23)cc1OCC,-14,-4,0,2,-7,2,5,-2,-2,-5
O=C(COc1ccccc1)Nc1cc(NC(=O)COc2ccccc2)cc(C(=O)O)c1,3,-2,1,-15,-12,34,-37,-2,4,-2
Clc1ccccc1CN(Cc1ccccc1)C(c1cccs1)c1nnnn1C1CCCC1 (stereo unspecified),-3,-9,-3,-39,-4,1,-4,0,1,10
O=C(CNC(=O)c1ccccc1)NCc1ccc(Cl)cc1,1,-1,-1,-1,0,-5,1,-3,-2,2
CC(C)NCc1nnc(-c2ccc(Cl)cc2)o1,1,5,-2,-1,11,4,-4,-5,-3,-2
O=C(c1cccc(Oc2ccccc2)c1)N1CCN(c2ccccn2)CC1,-6,4,1,-8,6,-3,2,-1,1,5
CCOc1ccc(NC(=O)CC(NCc2ccccn2)C(=O)O)cc1 (stereo unspecified),5,4,-2,4,3,-2,0,-2,3,-3
CC1(CC(=O)N/N=C/c2cc3c(cc2Br)OCO3)OCCO1,-1,-3,3,1,1,0,8,-3,2,2
CCCC(=O)Nc1nnc(SCC)s1,-3,-1,3,1,-1,0,-3,1,1,5
COc1cc(OC)cc(C(=O)NCC(=O)OCC(=O)N2CCc3ccccc32)c1,1,-7,2,2,0,0,2,-2,-7,8
COc1cccc(CC(=O)O[C@@H]2CCC[C@@]3(C(=O)N(Cc4ccccc4)c4ccccc43)[C@H]2NC(=O)CCc2ccccc2)c1,9,1,-2,.,-2,9,-5,-1,-1,.
CCOC(=O)C1(CC/C(C)=N\NC(N)=O)CC(C)OC1=O (stereo unspecified),-16,0,1,1,3,1,6,2,6,-4
CCOC(=O)C1=C(C)NC(=O)NC1c1ccc2c(c1)OCCO2 (stereo unspecified),15,1,3,0,0,-2,-3,-4,3,7
CC(=O)Nc1ccc(SCC(=O)NC(=O)c2ccccc2Br)cc1,-2,5,1,7,-6,3,-1,9,0,4
C[C@H](CO)N1C[C@H](C)[C@@H](CN(C)C(=O)Nc2ccc(C(F)(F)F)cc2)Oc2ccc(NS(=O)(=O)c3cccs3)cc2C1=O,0,-4,1,-9,-14,10,-14,0,-2,0
COc1cc(C(C)=O)ccc1OCc1cn(CC(=O)c2ccc(O)cc2)nn1,-1,-2,8,4,4,6,-4,-2,7,-6
CC(=O)Nc1cccc(NC(=O)c2oc3ccccc3c2C)c1,3,8,1,.,-2,6,-4,-1,-6,-4
CC(=O)NC(c1ccc(Cl)cc1)c1c(O)ccc2ccc(O)cc12 (stereo unspecified),9,-1,-1,-16,10,2,-13,1,-1,5
